Assay outcomes (PubChem)
KDM5B inhibitor: KDM5B demethylase inhibition. KDM5B demethylase, FDH-coupled NADH fluorescence (FDH is formaldehyde dehydrogenase). Potency, µM (series often up to 57.7 µM), for the others: top-dose activity change, negative = inhibition, most hits filed as inhibitors. 220,000 compounds, 2.6% hits; active means well fitted inhibition curve with a large enough effect; inconclusive means small, poorly fitted or top-dose-only effect; inactive means no such curve, though single readings can be large or run the other way; further: 0% is about no effect; nearly all actives have a fitted effect of over 70% in size
Target sequence (Q9UGL1 whole entry, looked up): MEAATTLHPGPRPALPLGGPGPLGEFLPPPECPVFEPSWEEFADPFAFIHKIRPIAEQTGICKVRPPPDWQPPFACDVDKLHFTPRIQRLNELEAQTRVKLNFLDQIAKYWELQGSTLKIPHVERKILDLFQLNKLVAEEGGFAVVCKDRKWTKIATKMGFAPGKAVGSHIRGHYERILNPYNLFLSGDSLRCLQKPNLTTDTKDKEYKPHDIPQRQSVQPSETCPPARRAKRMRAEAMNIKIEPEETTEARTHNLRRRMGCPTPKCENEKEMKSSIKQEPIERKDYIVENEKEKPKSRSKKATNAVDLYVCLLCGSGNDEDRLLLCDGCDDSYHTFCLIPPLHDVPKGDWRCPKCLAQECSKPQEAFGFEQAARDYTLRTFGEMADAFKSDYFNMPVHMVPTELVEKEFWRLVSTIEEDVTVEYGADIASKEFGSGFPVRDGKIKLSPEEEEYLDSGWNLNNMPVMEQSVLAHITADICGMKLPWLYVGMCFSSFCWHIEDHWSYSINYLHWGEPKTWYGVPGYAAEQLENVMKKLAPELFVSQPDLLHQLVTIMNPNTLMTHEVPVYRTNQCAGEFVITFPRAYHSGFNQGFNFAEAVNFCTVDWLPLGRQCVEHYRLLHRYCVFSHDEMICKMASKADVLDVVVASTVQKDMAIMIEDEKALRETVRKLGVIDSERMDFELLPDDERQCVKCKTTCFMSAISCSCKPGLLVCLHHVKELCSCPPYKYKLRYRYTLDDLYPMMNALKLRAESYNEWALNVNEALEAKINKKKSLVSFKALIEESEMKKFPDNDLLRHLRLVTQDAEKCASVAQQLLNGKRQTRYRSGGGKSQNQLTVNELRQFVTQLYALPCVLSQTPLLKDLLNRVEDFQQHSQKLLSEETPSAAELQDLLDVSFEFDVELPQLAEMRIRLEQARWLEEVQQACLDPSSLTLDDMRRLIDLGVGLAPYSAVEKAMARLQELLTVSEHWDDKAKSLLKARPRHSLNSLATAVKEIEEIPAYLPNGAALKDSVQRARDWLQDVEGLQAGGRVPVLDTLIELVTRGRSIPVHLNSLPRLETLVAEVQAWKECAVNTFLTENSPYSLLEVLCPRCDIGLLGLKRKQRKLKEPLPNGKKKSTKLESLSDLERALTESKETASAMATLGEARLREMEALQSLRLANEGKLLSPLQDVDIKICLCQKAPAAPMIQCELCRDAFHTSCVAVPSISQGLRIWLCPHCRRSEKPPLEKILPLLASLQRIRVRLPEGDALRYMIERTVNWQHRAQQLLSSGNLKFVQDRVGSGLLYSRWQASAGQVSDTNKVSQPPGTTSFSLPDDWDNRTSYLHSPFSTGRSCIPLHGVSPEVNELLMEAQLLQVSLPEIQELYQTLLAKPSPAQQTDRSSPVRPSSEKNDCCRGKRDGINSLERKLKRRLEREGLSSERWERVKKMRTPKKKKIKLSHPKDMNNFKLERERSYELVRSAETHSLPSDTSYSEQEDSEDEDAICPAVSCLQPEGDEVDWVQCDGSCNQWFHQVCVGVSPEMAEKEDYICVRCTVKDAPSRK
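qHTS format, multiple compound concentrations. Buffer 50 mM HEPES pH 7.5/0.01% Tween-20; 200 nM KDM5BΔAP final; 10 min compound preincubation; substrate-mix levels 12.5 µM peptide, 25 µM α-KG, 0.25 mM NAD⁺; 30 min RT; ΔRFU.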
The depositor's hits bear a star; i = inactive; ? = inconclusive; [ ] = remark or other dose. Potency means the concentration at half of the fitted maximal effect. These rows are one share of the data; rates above refer to the full screens.

SMILES	KDM5B inhibitor
O=C(COc1cccc(Cl)c1)N1CCN(CCc2ccncc2)CC1	-23.0%
COc1cc2c(cc1Oc1ccccc1)NC(=O)C21CCN(Cc2nccn2C)CC1	16.5%[86.2 µM]
O=C(NC[C@H]1C[C@@H]2CCN1C[C@@H]2CN1CCN(c2ccc(F)cc2)CC1)Nc1ccccc1	26.3%
Cc1oc(-c2ccccc2Cl)nc1CN1C(=O)CN=C(c2ccccc2)c2cc(Cl)ccc21	-12.1%
C=C[C@H]1CN2CC[C@H]1C[C@@H]2CNC(=O)CCCC(=O)O	-3.7%[115 µM]
O=C1CO[C@H]2CN(C3CCOCC3)C[C@H]2N1Cc1ccncc1	23.6%[86.2 µM]
CCC(CC)c1cc([C@H]2CN3CC[C@H]2C[C@@H]3CNC(=O)c2ccc(N(C)C)cc2)nc(-c2ccncc2)n1	?
C#C[C@]1(O)CC[C@H]2[C@@H]3CCC4=CC(=O)CC[C@]4(C)[C@H]3CC[C@@]21C	6.2%
COc1cccc(CNCCc2cccc(F)c2)c1	-23.3%
CNc1ccc2nc3ccccc3[n+](C)c2c1	?
Cc1ncc2c(n1)C[C@@H]1CC[C@H]2N1C(=O)c1cccnc1	-3.0%
NCCCN1CCN(Cc2ccccc2)CC1	-5.7%
CC(=O)OC1N=C(c2ccccc2Cl)c2cc(Br)ccc2N(C)C1=O (centres undefined)	-3.3%
CN1Cc2ccccc2-n2ccnc2C12CCN(C(=O)c1ccn[nH]1)CC2	-5.2%
CCNC(=S)N(C)CCc1cc2c(c(OC)c1C=C1C(=O)N(C)C(=O)N(C)C1=O)OCO2	1.7%
Cc1ccccc1C(=O)N1CCC2(CC1)c1nccn1-c1ccccc1CN2CC(C)C	12.5%
O=C1Nc2ccccc2C12CCN(Cc1ccc(C(F)(F)F)cc1)CC2	1.0%[115 µM]
COc1cccc(CC(=O)N2CC(N(C)Cc3cccnc3)C2)c1	12.7%
Cn1cc(C(=O)OCC(=O)NC(C)(C)C)c2ccccc21	12.0%
COc1cc2c(cc1CCc1ccccc1)N(C(=O)C1CCC(C)CC1)CC21CCN(C(C)=O)CC1 (centres undefined)	-11.1%
COc1cc2c(cc1OCc1ccncc1)NC(=O)C21CCN(C(=O)c2cccnc2)CC1	12.4%
CN(C)[C@@H]1CN(C(=O)Cc2ccc(Cl)cc2)C[C@H]1CO	1.9%
Cc1ncc2c(n1)C[C@@H]1CC[C@H]2N1S(=O)(=O)c1ccccc1	24.9%
COc1ccc(C(c2c(O)c3ccccc3oc2=O)c2c(C)n(C)n(-c3ccccc3)c2=O)cc1 (centres undefined)	-21.0%
Cc1cccc(OCC(=O)N2[C@H]3CC[C@@H]2c2cnc(C)nc2C3)c1	-8.8%
O=C1N(c2ccccn2)C[C@H]2CN(Cc3ccc(F)cc3)CCN12	?
COc1cccc2c1ccn2CC(=O)NCC1(CC(=O)O)CCCCC1	17.6%
CCn1cc(CN2CCN(C(=O)Cc3c(C)noc3C)CC2)ccc1=O	11.2µM*
COc1cccc(CC(=O)N2CCN(CC(=O)NC(C)(C)C)CC2)c1	-7.4%
c1ccc(CCNC2CCCCCCC2)cc1	20.2%
CC(=O)NCCNC(=O)[C@H]1CN2CCC1C[C@@H]2Cn1cc(CN(C)Cc2ccccc2)nn1 (some centres undefined)	-6.3%
Cc1cc(C[C@@H]2COC[C@@H]2NC(=O)c2cn(C)c3ccccc23)on1	7.4%
Cn1c(O)c(C=Nc2ccccc2-c2ccccc2)c(=O)n(C)c1=O	i
COc1ccccc1CNC(=O)C(Cl)(Cl)Cl	0.9%
CCCS(=O)(=O)NC[C@H]1C[C@@H]2CCN1C[C@@H]2c1cc(-c2ccc(OC)c(OC)c2)nc(C)n1	25.1µM*
COc1ccc(CN2C(=O)NC(=O)/C(=C/c3ccc([N+](=O)[O-])s3)C2=O)cc1	?
CCOc1cccc(CNCCc2ccc(OC)cc2)c1	3.8%
CCn1c(O)c(C=NCCN2CCOCC2)c(=O)n(CC)c1=S	-9.9%
O=c1c2ccccc2nc(/C=C/c2ccc(O)cc2)n1-c1ccc(O)cc1	?
O=C(CN1CC=C(c2ccccc2)CC1)N(C1CCCC1)C1CCS(=O)(=O)C1 (centres undefined)	312.0%[activator]
COC(=O)c1sccc1NC(=O)N1[C@H]2CC[C@@H]1c1cncnc1C2	-25.5%
CN(C)c1ccc(C(=O)NC[C@H]2C[C@@H]3CCN2C[C@@H]3CN2CCN(c3ccccn3)CC2)cc1	-21.6%
O=S(=O)(NC[C@H]1C[C@@H]2CCN1C[C@@H]2CN1CCCC1)c1ccc(Cl)cc1	-14.6%[86.2 µM]
CNC(=O)C(C)NC(=O)c1cn(Cc2ccccc2)c2ccccc12 (centres undefined)	17.5%
CC(=O)N(C1CC1)C1CCOC2(CCNCC2)C1 (centres undefined)	?
COc1ccc(Br)cc1CNCCc1ccc2c(c1)OCO2	?
O=c1c(-c2cccc(C(F)(F)F)c2)ccc2n1C[C@H]1C[C@@H]2CN(S(=O)(=O)c2cccs2)C1	?
COc1ccc2c(c1)C1(CCN(S(=O)(=O)c3cccc(F)c3)C1)C(=O)N2C (centres undefined)	11.3%
O=C(Nc1ccccc1)N1C[C@@H]2C[C@H](C1)c1c(-c3ccc(Cl)cc3)ccc(=O)n1C2	-29.4%[86.2 µM]
Cc1ncccc1C(=O)N1[C@H]2CC[C@@H]1c1cnc(-c3ccc(F)cc3)nc1C2	1.0%
O=C(NC[C@H]1C[C@@H]2CCN1C[C@@H]2CN1CCN(c2ccccn2)CC1)c1ccc2c(c1)OCO2	-28.0%
CNC(C)c1ccc2ccccc2c1 (centres undefined)	14.0%
CCCS(=O)(=O)Nc1ccc(=O)n2c1[C@@H]1C[C@@H](CN(C(=O)c3ccc(F)cc3)C1)C2	-14.5%[86.2 µM]
CC12CC[C@H]3[C@@H](CCC4(O)C[C@H](O)CCC34/C=N/NC(=O)Cc3ccccc3)C1(O)CCC2C1=CC(=O)OC1 (some centres undefined)	12.6%
COC(CN)c1ccccc1 (centres undefined)	29.3%
COc1ccccc1OCCNc1ccc([N+](=O)[O-])c2cccnc12	1.9%
O=c1ccc(-c2cccs2)c2n1C[C@H]1C[C@@H]2CN(S(=O)(=O)c2cccc(C(F)(F)F)c2)C1	-13.2%
COC[C@H]1CCCN1C[C@H]1CN2CC[C@H]1C[C@@H]2CNC(=O)c1ccc(C(F)(F)F)cc1	18.7%[86.2 µM]
CC(C)N1CCN(C(=O)Cc2cccn2-c2ccc(F)cc2)CC1	-0.8%
O=C(Nc1ccc(C(F)(F)F)cc1)OC1CN2CCC1CC2 (centres undefined)	18.9%

Another view of part of the listing above.
mol | KDM5B inhibitor
CCC(CC)c1cc([C@H]2CN3CC[C@H]2C[C@@H]3CNC(=O)c2ccc(N(C)C)cc2)nc(-c2ccncc2)n1 | ?
C#C[C@]1(O)CC[C@H]2[C@@H]3CCC4=CC(=O)CC[C@]4(C)[C@H]3CC[C@@]21C | 6.2%

(further entries)
SMILES	KDM5B inhibitor
C#CCN(C)C[C@H]1CN2CC[C@H]1C[C@@H]2CNC(=O)c1ccccc1	-3.5%[86.2 µM]
Cn1cnc(S(=O)(=O)N2[C@H]3CC[C@@H]2c2cnc(-c4ccccc4)nc2C3)c1	11.7%
CCN(CC)C(=O)c1ccc(NC(=O)COc2ccc(-c3nn(C)c(=O)c4ccccc34)cc2)cc1	?
CN(C)c1ccc(C(=O)NC[C@H]2C[C@@H]3CCN2C[C@@H]3CN(C)c2ccccc2)cc1	-17.6%[86.2 µM]
Cc1ncc2c(n1)C[C@@H]1CC[C@H]2N1C(=O)C1(c2ccccc2)CC1	-15.8%
COc1ccc2[nH]c(C)c(CCNCCC3=C(C)CCCC3(C)C)c2c1	?
COc1cc([C@@H]2c3cc4c(cc3[C@H](O)[C@@H](CO)[C@@H]2C(=O)N2CCCC2)OCO4)cc(OC)c1OC	18.2%
CC1N=C(c2ccccc2)c2cc(Br)ccc2NC1=O (centres undefined)	7.3%
Cc1ncc2c(c1CNCC1(O)CNCCOC1)CCNC2 (centres undefined)	28.2µM*
Cc1cccc2sc(NC(=O)c3cccn(Cc4ccccc4)c3=O)nc12	?
Cc1[nH]c2c(C(C)C)cccc2c1CCN	?
O=C(COc1ccc2c(=O)c(-c3ccccc3)coc2c1)N1CCN(CCO)CC1	-2.2%
CC(=O)c1cccc(NC(=O)c2cccn(Cc3cccc(C)c3)c2=O)c1	?
Cn1cc(CN2CCOC[C@H](O)C2)c2ccccc21	-6.7%[115 µM]
O[C@H]1[C@H](NCc2ccncc2)[C@H]2CO[C@H](O2)[C@@H]1N1CCOCC1	-27.8%[86.2 µM]
c1cncc(C2=NOC3(CCN(C4CCCCC4)CC3)C2)c1	-7.7%[149 µM]
O=C(c1ccccc1)N1C[C@@H]2C[C@H](C1)c1c(-c3ccc(Cl)cc3)ccc(=O)n1C2	?
N#Cc1cccc(-c2ccc3n(c2=O)C[C@H]2C[C@@H]3CN(C(=O)Nc3ccccc3)C2)c1	35.5µM*
CCn1cc(S(=O)(=O)N2[C@H]3CC[C@@H]2c2cnc(C)nc2C3)cn1	-2.9%
O=c1c2ccccc2nc(/C=C/c2ccccc2)n1-c1ccc(O)cc1	?
COc1cc(-c2c(C#N)c(N)nc3c2c(=O)nc2sccn23)ccc1OCc1ccccc1F	?
CCNC(=O)N1CC2CN(C(C)C)CC(C1)O2	-20.6%
Clc1ccc(Cl)c(-c2ccc(CNC3CN4CCC3CC4)o2)c1 (centres undefined)	-1.8%
COC[C@H]1C[C@@H](NCc2cn(C)c3ccccc23)[C@H](O)[C@@H]1O	?
C1=NCCc2c1[nH]c1ccccc21	29.7%
O=C(O)C1=NOC2CN(CC3CCOCC3)CC12 (centres undefined)	-26.5%[149 µM]
N#Cc1cc2c(cc1C(=O)c1cccs1)OCCO2	-4.1%
CN1CCN(C(=O)Cc2ccccc2)CC1	17.5%
O=C(Nc1ccc(Cl)cc1C(=O)c1ccccc1)c1cc(Cl)cc(Cl)c1	-15.3%
c1cnc2c(c1)ncn2C1CCNCC1	38.6%[activator]
CC(C)NC(=O)[C@H]1CN2CC[C@H]1C[C@@H]2Cn1cc(CO)nn1	-7.2%[86.2 µM]
CCc1ccc(N2C(=O)NC(=O)C3(Cc4cc(C)ccc4N(C)C3)C2=O)cc1 (centres undefined)	-10.0%
COc1cccc(C2SCC(=O)Nc3c2c(C)nn3C)c1OCc1ccccc1C (centres undefined)	4.1%
C=C[C@H]1CN2CC[C@H]1C[C@@H]2CNC(=O)c1ccc(C#N)cc1	1.1%[86.2 µM]
Cc1cc(C)cc(CN2CCC3(CCNCC3)C2)c1	-29.1%
CN1CCc2c([nH]c3ccccc23)C12CCNCC2	-23.5%
O=C(NC[C@H]1C[C@@H]2CCN1C[C@@H]2CN1CCC(Cc2ccccc2)CC1)c1ccccc1	-1.1%[86.2 µM]
COc1ccc(OC)c(S(=O)(=O)NC[C@H]2C[C@@H]3CCN2C[C@@H]3c2cc(-c3ccco3)nc(C)n2)c1	-19.3%
O=C(Nc1ccc(OC(F)(F)F)cc1)c1cccn(Cc2ccccc2Cl)c1=O	19.5%
Cc1ccccc1Cn1cccc(C(=O)Nc2nc3ccccc3s2)c1=O	-12.3%
N#Cc1cc2c(nc1SCC(=O)Nc1cccc(C(F)(F)F)c1)C1CCN2CC1	-58.9%
O=C1NCCOCCCN[C@H]2CCCC[C@@H]12	8.0%
NC1(c2ccccc2)CCC1	22.5%
C[N+](C)(C)Cc1cccs1	10.6%
COc1cc2c(cc1OCc1ccccc1)NC(=O)C21CCN(CC2CC2)CC1	-1.9%[86.2 µM]
NC(=O)c1ccc(C(=O)Nc2ccc([As](=O)(O)O)cc2)cc1	34.2%
O=c1[nH]c(=S)n(-c2ccc(F)cc2)c(O)c1/C=N/N1CCOCC1	9.2%
C[N+](C)(N)CCCl	0.4%
COCCNC(=O)Cn1cc(C=C2C(=O)NC(=O)NC2=O)c2ccccc21	-8.0%
CCOc1cc2c(cc1OCC)-n1cccc1C(c1ccccc1OC)NC2 (centres undefined)	8.5%
COc1cccc(CC(=O)N2CCN(C(C)C(=O)NC(N)=O)CC2)c1 (centres undefined)	13.2%
O=S1(=O)N(Cc2ccccc2)CCCN1Cc1ccc(F)cc1Cl	?
C=C[C@H]1CN2CC[C@H]1C[C@@H]2CNCc1ccc(C(F)(F)F)cc1	9.2%[86.2 µM]
COc1ccc(-c2cn(C[C@H]3CC4CCN3C[C@@H]4C(=O)NCc3ccccc3OC)nn2)cc1 (some centres undefined)	-14.7%
CCN(CC)C(=O)c1ccc(NC(=S)NC(=O)CCc2ccccc2)cc1	16.0%
O=c1[nH]c(=O)n(Cc2ccco2)c(O)c1C=NCCN1CCNCC1	9.8%
COc1ccc2c(c1)C1(CCN(C(=O)C(C)C)C1)C(=O)N2C (centres undefined)	20.0%
CC(C)c1ccc(N2C(=O)CC(=O)NC2=O)cc1	-3.9%
CCC(CN)c1ccccc1 (centres undefined)	17.3%

Quoted from the entries so far, seven compounds:
SMILES	KDM5B inhibitor
O=C1NCCOCCCN[C@H]2CCCC[C@@H]12	8.0%
NC1(c2ccccc2)CCC1	22.5%
C[N+](C)(C)Cc1cccs1	10.6%
COc1cc2c(cc1OCc1ccccc1)NC(=O)C21CCN(CC2CC2)CC1	-1.9%[86.2 µM]
NC(=O)c1ccc(C(=O)Nc2ccc([As](=O)(O)O)cc2)cc1	34.2%
O=c1[nH]c(=S)n(-c2ccc(F)cc2)c(O)c1/C=N/N1CCOCC1	9.2%
C[N+](C)(N)CCCl	0.4%

Reprinted at random: 4 compounds from above.
SMILES	KDM5B inhibitor
CC(C)c1ccc(N2C(=O)CC(=O)NC2=O)cc1	-3.9%
COc1ccc(-c2cn(C[C@H]3CC4CCN3C[C@@H]4C(=O)NCc3ccccc3OC)nn2)cc1 (some centres undefined)	-14.7%
NC1(c2ccccc2)CCC1	22.5%
COc1cc2c(cc1OCc1ccccc1)NC(=O)C21CCN(CC2CC2)CC1	-1.9%[86.2 µM]
